Source: PubChem BioAssay (several laboratories)
NPY1 pot ag – human NPY-Y1 potentiation or agonism, primary screen; NPY-Y1 expressing cells, potentiator/agonist activation; 220,000 tested, 0.37% active; P25929; activation, % at 3.6 µM; in the data active means activation above about 33%, passing the limit was not always enough;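 further: cells stimulated with NPY at EC10 then isoproterenol at EC100; 0% = low agonist plus stimulus and 100% = saturating agonist plus stimulus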
EP2 modulator – modulates human prostaglandin E2 receptor EP2 signaling | P43116 | EP2-expressing cells, cAMP HTRF FRET, PGE2 co-stimulation | induction, % at 25 µM | 260,000 tested, 0.83% active | AID 940;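 active means compounds whose cAMP rise, as percent of the full-agonist control response, exceeds 60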;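 further: rat C6 glioma line stably carrying human EP2 under a CMV promoter; the protocol text gives 20 µM as final concentration; 100% = response of wells given 1 µM PGE2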
EP2 antag – EP2 receptor (human) inhibition; 260,000 tested, 0.52% active; C6 glioma cells expressing human EP2, cAMP TR-FRET; cells stimulated with saturating PGE2; P43116; AID 1422; inhibition, % at 25 µM;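 active means percent inhibition above 40 after rounding to a whole number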;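 further: rat C6 glioma host cells with rolipram phosphodiesterase inhibitor present; the protocol text gives 20 µM as final concentration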
S1P4 agonist – human S1P4 receptor agonism; O95977; S1P4-expressing cell line, agonist reporter assay; activation, % at 4.98 µM; 220,000 tested, 0.35% active; in the data active means activation above about 11%;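 further: 0% = DMSO vehicle and 100% = reference agonist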
S1P4 antag – human S1P4 receptor antagonism; 220,000 tested, 0.26% active; S1P4-expressing cells, antagonist mode, reporter read-out; inhibition, % at 4.98 µM; O95977; in the data active means inhibition above about 29%;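 further: 0% = wells stimulated with agonist and 100% = vehicle wells without agonist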
eIF4E 4G PPI – inhibitors of eIF4E and eIF4G interaction in translation initiation; 220,000 tested, 0.37% active; inhibition, % at 21.7 µM; P63073+Q04637; TR-FRET eIF4E-eIF4GI(517-606) binding, 2 h;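 active means inhibition above about 30%, limit read from the data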;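 further: 0% = full FRET control wells and 100% = background wells lacking eIF4GI fragment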
NPY-Y2 PAM-ag – potentiates or activates human NPY-Y2 receptor. P49146. cells expressing NPY-Y2, potentiator/agonist read-out. activation, % at 3.6 µM. 220,000 tested, 0.45% active. AID 1359; in the data active means activation above about 27%;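 further: cells stimulated with NPY near EC25 plus isoproterenol at EC100; 0% = vehicle plus submaximal agonist and 100% = vehicle plus saturating agonist; some results beyond the cut were filed as inactive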
p97 ATPase inh – human p97 ATPase inhibition. P55072. recombinant p97 ATPase, Kinase-Glo ATP luminescence, 3 h. inhibition, % at 8 µM. 220,000 tested, 0.42% active; in the data active means inhibition above about 15%;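 further: 0% = DMSO vehicle and 100% = wells lacking enzyme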
NPY-Y1 antag – antagonists of human neuropeptide Y receptor Y1; P25929; HEK293-CNG Y1 cells, membrane potential fluorescence; NPY at EC95, then isoproterenol; inhibition, % at 3.6 µM; 200,000 tested, 1% active;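 active means inhibition above the campaign mean inhibition of all tested compounds plus 3 SD, cut at about 20% in these data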;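 further: 0% = DMSO wells given NPY plus isoproterenol and 100% = isoproterenol alone without NPY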
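Test system – HEK293 Y1/CNG channel cell line · Also added – NPY agonist 25 nM, then isoproterenol 1 µM plus Ro 20-1724 25 µM · Compound dosing – one concentration, 3.6 µM, in 0.4% DMSO · Schedule – compound incubation 1 h at room temperature, readout 45 min post-stimulation · Technique – fluorescence, membrane potential probe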
Starred values were filed as active, the others as inactive; x = no result given; & = joins results of further samples; [ ] = another dose, or the depositor's remark.

SMILES	NPY1 pot ag	EP2 modulator	EP2 antag	S1P4 agonist	S1P4 antag	eIF4E 4G PPI	NPY-Y2 PAM-ag	p97 ATPase inh	NPY-Y1 antag
COc1cc(/C=C/C(C)=O)cc(OC)c1OC	-5	21	20	0.9	8	0	-5	-2	-6
Cc1nc(-c2ccc(S(=O)(=O)N3CCCCCC3)cc2)cs1	-31	-18	18	-0.7	-3	-10[fluorescence artefact?]	-4	-4	0
CCOc1ccc(N(CC(=O)Nc2c(C)cccc2C)S(=O)(=O)c2c(C)[nH]c(=O)[nH]c2=O)cc1	24	7	12	0.5	7	-3	-8	5	x
CCOC(=O)c1ccccc1Nc1cc(C)nc2nc(C)nn12	14	-3	12	0.4	-6	-4	5	6	5
O=C(Cn1ccsc1=NC(=O)C(F)(F)F)c1ccccc1	-9	-2	13	-1.4	-14	6	9	-2	0
Cc1ccc2oc(=O)cc(CN3CCC(C)CC3)c2c1	-36	27	4	-0.5	-8	-2	-20	-1	-3
CCOC(=O)CN(C(=O)COc1nc(-c2ccccc2)cc(C)c1C#N)c1ccc(C)cc1	-7	14	6	0.2	-11	1	-2	-2	x
O=C1NNC(c2ccccc2)=N/C1=C\c1ccccc1Cl	21	15	5	-0.1	5	-2	4	17*	x
N#CCC(=O)N/N=C/c1ccc(Sc2nc3ccccc3s2)o1	6	-24	9	-2.7	-5	3[fluorescence artefact?]	-4	5	5
c1ccc(-c2ccccc2-c2nc(-c3cccnc3)no2)cc1	-26	72*	9	-0.2	-1	-4	-3	-3	8

EP2 modulator: what is marked active above
| canonical_smiles | NPY1 pot ag | EP2 modulator | S1P4 agonist | S1P4 antag | eIF4E 4G PPI | NPY-Y2 PAM-ag | p97 ATPase inh | NPY-Y1 antag |
| --- | --- | --- | --- | --- | --- | --- | --- | --- |
| c1ccc(-c2ccccc2-c2nc(-c3cccnc3)no2)cc1 | -26 | 72* | -0.2 | -1 | -4 | -3 | -3 | 8 |

Remaining list, next part
SMILES	NPY1 pot ag	EP2 modulator	EP2 antag	S1P4 agonist	S1P4 antag	eIF4E 4G PPI	NPY-Y2 PAM-ag	p97 ATPase inh	NPY-Y1 antag
CC(Oc1ccc(Cl)cc1)C(=O)Nc1sccc1C(N)=O (stereo not given)	-20	-53	5	-1.3	6	1	9	0	-3
O=C(COC(=O)CNC(=O)C1CCCCC1)Nc1ccc(Cl)cc1F	4	42	6	-0.6	-5	3	9	-9	-2
CN1CCN(C(=O)C(N)Cc2ccccc2)CC1 (stereo not given)	-7	-38	3	18*	4	-2	-7	0	2
O=C(c1cnn2c(C(F)F)cc(-c3ccccc3)nc12)N1CCSCC1	-4	-91&-112	6&9	-2.9	-9	5	6	6	5
Cc1c(CCO)c(=O)[nH]n1C(=O)c1c(F)cccc1F	-13	7	5	-0.5	0	7	-4	-3	1
Cc1cc(N2CCN(C(=O)c3ccco3)CC2)c2ccccc2n1	-7	4	8	-1.0	1	4	4	5	x
COCCNC(=O)CN(C)S(=O)(=O)c1ccc2c(c1)OCCO2	-14	7	9	-0.3	2	1	-9	-2	-2
COc1ccc(Nc2sc(C(=O)Nc3cccc(Cl)c3)c(N)c2C(=O)Nc2ccccc2OC)cc1	23	2	8	0.4	-16	-1	11	2	-7
COc1ccc(/C=N/n2nnnc2N)cc1OC	23	-21	20	1.2	4	-2	7	7	x
CN(C)N=Nc1ccc(S(=O)(=O)N2CCSC2C(=O)O)cc1 (stereo not given)	-28	x	7	4.4	-23	x	-11	-1	9

Compound profiles, as listed above.
`c1ccc(-c2ccccc2-c2nc(-c3cccnc3)no2)cc1` as listed: NPY1 pot ag = -26; EP2 modulator = 72*; EP2 antag = 9; S1P4 agonist = -0.2; S1P4 antag = -1; eIF4E 4G PPI = -4; NPY-Y2 PAM-ag = -3; p97 ATPase inh = -3; NPY-Y1 antag = 8
`CN1CCN(C(=O)C(N)Cc2ccccc2)CC1` (stereo not given) as listed: NPY1 pot ag = -7; EP2 modulator = -38; EP2 antag = 3; S1P4 agonist = 18*; S1P4 antag = 4; eIF4E 4G PPI = -2; NPY-Y2 PAM-ag = -7; p97 ATPase inh = 0; NPY-Y1 antag = 2

In another format: two of the compounds above
Fields – NPY1 pot ag | EP2 modulator | EP2 antag | S1P4 agonist | S1P4 antag | eIF4E 4G PPI | NPY-Y2 PAM-ag | p97 ATPase inh | NPY-Y1 antag
> Cc1c(CCO)c(=O)[nH]n1C(=O)c1c(F)cccc1F
    -13 | 7 | 5 | -0.5 | 0 | 7 | -4 | -3 | 1
> Cc1cc(N2CCN(C(=O)c3ccco3)CC2)c2ccccc2n1
    -7 | 4 | 8 | -1.0 | 1 | 4 | 4 | 5 | x

The listing continues.
SMILES	NPY1 pot ag	EP2 modulator	EP2 antag	S1P4 agonist	S1P4 antag	eIF4E 4G PPI	NPY-Y2 PAM-ag	p97 ATPase inh	NPY-Y1 antag
Cc1c(/C(O)=C2/C(=O)C(=O)N(CCN3CCOCC3)C2c2ccccn2)cnn1-c1ccccc1 (stereo not given)	-6	23	6	-3.1	10	1	-4	-7	-3
N#C/C(=C\C=C\c1ccccc1)c1nc(-c2ccc3c(c2)OCO3)cs1	9	10	7	2.4	-5	-7	-5	9	-2
C=CCn1c(CC(C)(C)C)nc2ccccc21	-2	25	4	0.5	-11	6	9	1	-2
Cn1nccc1C(=O)Nc1sc2c(c1C(N)=O)CCCC2	2	-12	5	0.1	-10	-3	7	2	-3
CN(Cc1ccccc1)S(=O)(=O)c1cccc(C(=O)O)c1	14	23	7	1.4	-18	1	9	1	3
O=C(NCC1CCCO1)c1cc2n(n1)C(C(F)(F)F)CC(c1ccc(F)cc1)N2 (stereo not given)	-5	-7	4	1.2	-1	2	-3	0	-1
CCC(=O)Nc1nnc(SCCOC)s1	2	-12&11	6&10	-1.0	-4	-7[fluorescence artefact?]	-8	1	0
Cc1ccc(N2CCN(CC(O)COc3cccc4ccccc34)CC2)cc1 (stereo not given)	17	-14	1	0.9	-4	3	-6	-1	x
O=C(CSc1nnc(-c2ccco2)n1Cc1ccccc1)NC(=O)NCc1ccccc1	-9	16	19	-3.4	0	-9	-18	-5	6
Cc1cc(C)n(CC(C)Nc2nc3nonc3nc2N2CCCCC2)n1 (stereo not given)	16	18	15	0.6	-11	1	1	0	3
COC(=O)C1=C(C)N(CCC2=CCCCC2)C(=O)C1	8	38	7	-3.8	5	-11	-3	-1	1
O=C(c1ccco1)N1CCN=C1SCc1ccccc1F	-15	7	18	2.8	-9	-1[fluorescence artefact?]	-9	-2	-3
Cc1cc(S(=O)(=O)N2CCCC2)ccc1OCC(=O)NC1CCCC1	1	-2	8	1.1	-5	1	7	-1	0
COc1ccc(/C=N/NS(C)(=O)=O)c(OC)c1	-30	-4	3	1.7	-27	9[fluorescence artefact?]	-3	0	1
Clc1ccc(OCc2nn3c(-c4ccccc4)nnc3s2)c(Cl)c1	-20	27	8	0.9	6	-10	-4	-6	3
CCCN(CC(=O)Nc1ccc(Cl)cc1Cl)C(=O)/C=C/c1cc(OC)ccc1OC	-30	10	11	0.1	0	2	-7	0	11
O=C(c1c[nH]c(C(=O)N2CCN(c3ccccc3F)CC2)c1)c1cccc(Cl)c1Cl	-5	-26	8	0.0	-5	0	-2	-2	15
O=C(Nc1cccc(O)c1)c1cc(S(=O)(=O)N2CCCC2)ccc1Cl	-20	-13	13	3.7	-10	-8	-6	-1	6
CCN(CC)CC(C)OC(=O)COc1ccc(OC)cc1 (stereo not given)	-38	-14	1	0.1	10	0	1	2	3
COc1cc(OC)cc(C(=O)N[C@H](C(=O)NC23CC4CC(CC(C4)C2)C3)C(C)C)c1	4	19	5	-0.4	-13	-23	-9	1	-5
O=C(C1=C[C@H](C2CC2)C[C@H](OCc2ccc(CO)cc2)O1)N1CCN(Cc2ccc3c(c2)OCO3)CC1	5	-5	5	-1.0	3	-1	-7	-1	0
CCN(CCNC(=O)C1=C(C)C(=O)OC12CCC(C)CC2)c1ccccc1 (stereo not given)	13	2	5	-1.5	7	-2	-2	2	x
Cc1ccc(Cl)cc1N1CCN(C(=O)CCC(=O)O)CC1	-17	-21	16	1.0	-3	0	-22	-2	3
Cc1cc(C)nc(NS(=O)(=O)c2ccc(N3Cc4ccccc4C3=O)cc2)n1	-12	52	9	0.2	-24	5	11	4	-4
COc1cccc(-c2nnc(SCc3nc4ccccc4[nH]3)n2N)c1	-16	18	x	0.0	-17	-2	5	3	-4
O=C(NC1CCCCC1)N1CCN(Cc2nc3ccccc3c(=O)[nH]2)CC1	-14	17	19&15	2.4	-3	x	12	6	-6
O=C(OCC(=O)c1ccc(Cl)s1)c1ccc2ccccc2n1	0	16	6	-0.3	3	-3	0	2	9
COc1ccccc1Nc1nnc(SCc2cc(=O)n3ccsc3n2)s1	3	-42	13	-1.7	3	-1	-18	4	-1
O=C(NC(=O)c1cccc(Cl)c1)OC[C@@H]1CCCN2CCCCC12 (stereo not given in full)	4	6	2	1.4	-44	6	3	-2	0
O=C(CCC(=O)OCc1ccc(Cl)cc1)Nc1ccccc1	26	8	5	1.1	6	-2	3	3	-3
CCN(CC)c1ccc(-n2c(C)cc(C=O)c2C)cc1	25	13	20	-3.5	-11	8	5	-5	1
OC1(c2ccc(F)cc2)CN(c2ccccc2)C2=[N+]1CCS2 (stereo not given)	108*	10	8	-0.2	1	2	92*	4	5
CCOC(=O)Cn1c(=NC(=O)CC)sc2c(C)cc(C)cc21	1	17	10	0.4	-7	-2	-9	4	x
O=C(CCc1nnc(-c2ccsc2)o1)N1CCc2c(Cl)cccc2C1	-8	-33	4	2.1	-7	-4	-8	-7	14
Cc1cc(C)n(C(=O)CCCn2nc(C)c([N+](=O)[O-])c2C)n1	3	25	16	0.9	6	1	2	5	2
Cc1cc(N)ccc1N=Nc1c(C)n(C)n(-c2ccccc2)c1=O	-3	-15	10	4.0	-13	-2	9	4	-1

Part of the list above in order of formula weight, descending:
SMILES	NPY1 pot ag	EP2 modulator	EP2 antag	S1P4 agonist	S1P4 antag	eIF4E 4G PPI	NPY-Y2 PAM-ag	p97 ATPase inh	NPY-Y1 antag
CCOC(=O)Cn1c(=NC(=O)CC)sc2c(C)cc(C)cc21	1	17	10	0.4	-7	-2	-9	4	x
Cc1cc(C)n(C(=O)CCCn2nc(C)c([N+](=O)[O-])c2C)n1	3	25	16	0.9	6	1	2	5	2
CCN(CC)c1ccc(-n2c(C)cc(C=O)c2C)cc1	25	13	20	-3.5	-11	8	5	-5	1

These rows are one share of the data. The share of hits here may be higher or lower than overall.
